STEP inh = blocks human striatal-enriched tyrosine phosphatase; 360,000 compounds, 0.25% hits; P54829; inhibition, % at 20 µM; recombinant STEP, OMFP fluorogenic substrate, fluorescence;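 active = inhibition at 20 µM, scaled per plate between control wells, above about 37%, limit read from the data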;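 also: 0% = DMSO with enzyme and substrate and 100% = substrate only without enzyme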
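System: STEP (striatal-enriched tyrosine phosphatase) enzyme, cell-free; medium: Bis-Tris pH 6.0 buffer with DTT, detergent; dosing: 20 µM, 1% DMSO; times: reaction 20 min, ambient temperature; detection: fluorescence, 480/540 nm; read-out basis: normalized % inhibition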
SUMO1 PPI mod = SUMO1-SIM interaction modulation. P63165. inhibition, % at 20 µM. 360,000 compounds, 0.33% hits. SUMO1 binding to a labelled peptide, TR-FRET, 1 h; in the data active = inhibition above about 37%
Target sequence (P63165 whole entry, looked up): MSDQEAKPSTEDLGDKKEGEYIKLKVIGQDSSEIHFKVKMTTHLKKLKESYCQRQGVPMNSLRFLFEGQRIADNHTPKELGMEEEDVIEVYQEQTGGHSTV
Scp-1 inhibitor = blocks human Scp-1 phosphatase activity. 340,000 compounds, 0.88% hits. AID 493091. inhibition, % at 20 µM. Recombinant Scp1, phosphopeptide, malachite green phosphate absorbance;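 active = inhibition above about 50% at 20 µM, limit read from the data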;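 also: plate controls were DMSO wells with enzyme for no effect and wells lacking enzyme for full effect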
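Test system – truncated SCP-1 phosphatase (76-261aa) · Reagent – Phosphorylated 17-residue peptide substrate · Incubation – 45 min room-temperature reaction, 5 min colour, 30 min stabiliser · Detection – colorimetric phosphate reagent with accelerator and stabiliser, absorbance at 630 nm · Measure – % inhibition at 20 µM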
LMPTP inh = blocks human LMPTP phosphatase; AID 651560; 360,000 compounds, 0.22% hits; recombinant LMPTP-A, OMFP fluorogenic substrate, fluorescence intensity; inhibition, % at 20 µM; P24666;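 active = compounds that cut the enzyme signal by at least half of the control window in the single-dose screen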;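 also: plate controls were DMSO wells with enzyme plus substrate for no effect and substrate without enzyme for full effect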
Target sequence (P24666 whole entry, looked up): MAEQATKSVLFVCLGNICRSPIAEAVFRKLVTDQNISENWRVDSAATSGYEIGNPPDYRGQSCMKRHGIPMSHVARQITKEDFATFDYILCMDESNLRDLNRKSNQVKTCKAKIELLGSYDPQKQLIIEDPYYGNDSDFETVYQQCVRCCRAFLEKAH
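Test system: LMPTP-A, protein tyrosine phosphatase of low molecular weight; Input: 0.625 nM enzyme; Incubation: 50 min dark incubation at room temperature; Signal: endpoint fluorescence intensity from OMFP dephosphorylation; Read-out basis: % inhibition versus control wells.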
bovine MsrA act = activates bovine MsrA enzyme | purified bovine MsrA, absorbance read-out | 360,000 compounds, 0.3% hits | AID 602163 | activation, % at 10.6 µM; in the data active = activation above about 7.5%;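 also: 0% = vehicle and 100% = reference activator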
DNMT1 inh = DNMT1 (human) enzyme inhibition. P26358. DNMT1 molecular beacon, Hinp1I cleavage, fluorescence. inhibition (reported as % activation of signal), % at 10 µM. 360,000 compounds, 0.83% hits. AID 588458; in the data active = inhibition above about 50%
E coli Lon inh = inhibitors of E. coli Lon protease. P0A9M0. purified E. coli Lon protease, fluorescence polarization. inhibition, % at 7.94 µM. 360,000 compounds, 0.42% hits. AID 602123; in the data active = inhibition above about 13%, passing the limit was not always enough;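 also: 0% = enzyme with probe and DMSO and 100% = no enzyme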
Target sequence (P0A9M0 whole entry, looked up): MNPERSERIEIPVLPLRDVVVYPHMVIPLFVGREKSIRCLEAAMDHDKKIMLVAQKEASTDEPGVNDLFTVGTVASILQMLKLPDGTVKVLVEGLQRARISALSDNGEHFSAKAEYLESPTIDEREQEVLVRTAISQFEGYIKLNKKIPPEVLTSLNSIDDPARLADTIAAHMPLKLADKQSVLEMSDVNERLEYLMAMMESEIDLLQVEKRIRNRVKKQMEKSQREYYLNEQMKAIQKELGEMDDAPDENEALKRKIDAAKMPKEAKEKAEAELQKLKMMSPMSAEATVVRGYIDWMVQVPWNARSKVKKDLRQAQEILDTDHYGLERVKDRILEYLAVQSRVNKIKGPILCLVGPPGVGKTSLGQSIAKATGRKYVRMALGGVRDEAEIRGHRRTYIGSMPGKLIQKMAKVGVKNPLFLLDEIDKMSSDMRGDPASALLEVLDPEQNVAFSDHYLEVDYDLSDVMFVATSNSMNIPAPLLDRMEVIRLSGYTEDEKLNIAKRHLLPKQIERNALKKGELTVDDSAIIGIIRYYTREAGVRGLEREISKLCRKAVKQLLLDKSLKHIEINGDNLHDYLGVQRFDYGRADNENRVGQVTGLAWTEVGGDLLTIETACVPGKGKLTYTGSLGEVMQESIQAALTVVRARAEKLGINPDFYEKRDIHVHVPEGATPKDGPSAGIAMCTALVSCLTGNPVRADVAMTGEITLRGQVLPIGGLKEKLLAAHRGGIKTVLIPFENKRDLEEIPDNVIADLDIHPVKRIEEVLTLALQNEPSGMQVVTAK
TbMetRS inhib = blocks T. brucei methionyl-tRNA synthetase activity | purified T. brucei MetRS, ATP depletion, Kinase-Glo luminescence | inhibition, % at 11.9 µM | 360,000 compounds, 0.4% hits | AID 624268;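 active = inhibition above a per-plate cutoff of the control wells' mean inhibition plus 3 SD, cut at about 5.5% in these data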;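 also: 0% = DMSO wells median and 100% = median of wells with control inhibitor compound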
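technique = Kinase-Glo luminescence, ATP depletion format | system = purified MetRS (methionyl-tRNA synthetase) enzyme from Trypanosoma brucei | timing = 15 min preincubation, 2 h reaction, all 25 °C | evaluation = percent inhibition versus plate control medians | dosing = single dose, 11.9 µM final nominal, 0.9% final DMSO | also added = substrates ATP, L-methionine and bulk Escherichia coli tRNA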
MsrA inh = bovine MsrA inhibition | purified bovine MsrA, absorbance read-out | inhibition, % at 15.5 µM | 360,000 compounds, 0.75% hits | AID 651718; in the data active = inhibition above about 4.5%;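 also: 0% = vehicle wells with enzyme and 100% = reference inhibitor wells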
NRP1-CendR mod = modulators of CendR peptide binding to human neuropilin-1; O14786; FAM-RPARPAR peptide binding to NRP-1, fluorescence polarization; inhibition, % at 25 µM; 360,000 compounds, 0.85% hits; AID 602438;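 active = inhibition or corrected inhibition above about 18%, plus a signal ratio from 0.5 to 1.5, limit read from the data, passing the limit was not always enough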; also: strong numbers were not always called active
Starred values were filed as active, the others as inactive; nt = not tested or not shown.

[1] O=C(CCNC(=O)c1ccccc1Cl)NN=Cc1ccccc1[N+](=O)[O-]
[2] CC[C@@]1(C(=O)OC)N[C@H](CN(C)C(=O)c2ccc(F)cc2)[C@@H]2C(=O)N(C)C(=O)[C@@H]21
[3] O=C(N=C1SC2CS(=O)(=O)CC2N1c1ccc(F)cc1)C1CC1 (centres undefined)
[4] NC(=O)Nc1ccc(C(=O)OCC(=O)Nc2sccc2C(N)=O)cc1
[5] CS(=O)(=O)c1ccc2nc(NC(=O)CCN3C(=O)c4ccccc4C3=O)sc2c1
[6] O=C(OCc1ccccc1)N1C=CCC[C@@H]1c1c(Cl)cccc1Br
[7] COc1ccccc1NCC(O)Cn1c2ccccc2c2ccccc21 (centres undefined)
[8] COC(=O)c1cccc(NC(=O)Cc2coc3cc(OC)ccc23)c1
Compound,1,2,3,4,5,6,7,8
STEP inh,-2,-3,-2,-4,-2,1,1,-3
SUMO1 PPI mod,-27,-1,-3,12,-1,1,2,1
Scp-1 inhibitor,-7,-4,-2,11,-11,nt,-8,-10
LMPTP inh,-1.4,-1.1,-1.0,7.1,-0.8,2.7,3.3,0.6
bovine MsrA act,-8,-2,-2,-3,-3,-3,-2,-5
DNMT1 inh,-7,1,2,-2,3,10,-18,-4
E coli Lon inh,-4,2,2,0,-16,5,1,1
TbMetRS inhib,-0.1,-0.2,0.1,-0.2,-0.4,-0.3,-1.2,-0.3
MsrA inh,3.6,-1.8,-1.2,-0.4,0.4,-0.1,0.1,1.8
NRP1-CendR mod,12,5,21,-16,15,5,4,2

[9] CCOC(=O)Cn1cnc2c(nnn2-c2ccc(F)cc2)c1=O
[10] CCOC(=O)N1CCN(Cc2nc3c(c(=O)n(C)c(=O)n3C)n2Cc2ccccc2)CC1
[11] O=[N+]([O-])c1ccccc1S(=O)(=O)N1CCN(CC2CC=CCC2)CC1 (centres undefined)
[12] CC1=CC(=O)[C@@H](O)[C@@H](c2ccccc2Br)N1C
[13] O=C(CNc1cccc([N+](=O)[O-])c1)N/N=C/c1ccc(F)cc1
[14] COc1ccc2c(c1OC)C(=O)OC2CC(=O)c1ccc(O)cc1 (centres undefined)
[15] CCOC(=O)C(C)(C)N(Cc1cccc(C)c1)S(=O)(=O)c1cccc([N+](=O)[O-])c1
[16] CC1(C)Cc2c(cnn2-c2ccccc2)C(NC(=O)C2(C(N)=O)CC2)C1 (centres undefined)
Compound,9,10,11,12,13,14,15,16
STEP inh,-1,-2,-1,0,-2,-2,3,1
SUMO1 PPI mod,0,1,-6,2,1,-6,-16,2
Scp-1 inhibitor,-5,-9,-9,-4,-11,3,-13,-7
LMPTP inh,-2.1,-1.6,-0.9,-0.8,0.2,-0.4,2.5,-2.4
bovine MsrA act,1,-1,-2,-5,-3,0,-3,-3
DNMT1 inh,5,1,0,-1,0,-1,-5,0
E coli Lon inh,-6,-4,-18,-3,11,2,-2,14
TbMetRS inhib,-0.1,0.0,-1.1,-0.5,0.8,-0.1,0.0,-0.3
MsrA inh,-0.1,0.9,-1.1,5.3*,-0.9,3.0,0.2,-1.0
NRP1-CendR mod,3,-7,2,-3,-10,5,3,-1

[17] CCCCCCn1c(CN2CCCCC2)nc2c1c(=O)n(C)c(=O)n2C
[18] COc1ccc(S(N)(=O)=O)cc1C(=O)NNC(=O)c1cccc(S(=O)(=O)N2CCOCC2)c1
[19] Cc1nc2ccc(N=NC3=C(O)CC(C)(C)CC3=O)cc2s1
[20] COC(=O)c1cc(CNC(=O)C(C)NS(=O)(=O)c2ccc(C)c(C)c2)ccc1OC (centres undefined)
[21] CC(=O)Nc1ccc(C(=O)Nc2ccc(S(=O)(=O)NCC3CCCO3)cc2)cc1 (centres undefined)
[22] CC(=O)c1ccc(OCC(C)C)c(CN2CCCCC2)c1
[23] CCOC(=O)c1c2ccccc2[n+]([O-])n1CCO
[24] CC(C)C[C@H](NC(=O)N1CC(=O)Nc2ccccc21)C(=O)N[C@@H](Cc1c[nH]c2ccccc12)C(=O)O
Compound,17,18,19,20,21,22,23,24
STEP inh,1,-2,1,-2,-4,-4,0,-2
SUMO1 PPI mod,5,-1,-27,5,2,-1,-7,2
Scp-1 inhibitor,-14,-7,0,-9,-8,-7,5,4
LMPTP inh,-0.8,-0.6,0.5,-1.2,-0.5,0.4,1.5,-1.6
bovine MsrA act,-2,2,-5,2,-10,-1,-9,-6
DNMT1 inh,-5,6,0,-2,-6,-3,-1,1
E coli Lon inh,-11,9,-9,-2,7,-4,9,1
TbMetRS inhib,0.0,0.1,-0.3,-0.6,-1.3,-2.2,-0.5,-1.4
MsrA inh,0.7,1.4,1.6,0.1,1.1,-1.1,3.0,0.1
NRP1-CendR mod,18,6,1,4,6,-5,-3,0

[25] CCc1ccc(N=C2NC(=O)/C(=C/c3cc(OC)c(O)c(OC)c3)S2)cc1
[26] O=S(=O)(CCN1CCN(c2ccccc2O)CC1)c1cc(Cl)ccc1Cl
[27] CCOc1ccccc1/C=N/n1nnnc1N
[28] COc1ccccc1N=C(C)C1=C(O)COC1=O
[29] CCn1c(SCC(=O)N/N=C(/C)c2ccncc2)nc2ccccc21
[30] CCc1ccc(NC(=O)C2CCCN(S(=O)(=O)c3c(C)[nH]c(=O)[nH]c3=O)C2)cc1 (centres undefined)
[31] CN(C)/C=C1\C(=O)ON=C1c1ccccc1
[32] CCCN1CCCc2ccccc21
Compound,25,26,27,28,29,30,31,32
STEP inh,0,-2,-2,-3,0,-1,-5,-2
SUMO1 PPI mod,29,7,-2,-2,-3,1,-4,-4
Scp-1 inhibitor,-6,1,0,-8,-4,-1,-3,-6
LMPTP inh,1.8,0.7,-1.7,-3.1,-0.7,-0.3,-0.8,0.6
bovine MsrA act,0,-3,-13,-2,-1,-2,-7,-2
DNMT1 inh,-10,-4,7,1,3,-4,3,3
E coli Lon inh,-244,-9,-13,-11,5,6,0,0
TbMetRS inhib,1.3,-0.5,-1.6,-0.3,0.2,0.5,-0.8,0.4
MsrA inh,1.7,-1.0,0.6,0.2,-1.5,-2.1,-0.3,0.9
NRP1-CendR mod,-118,-1,5,0,6,4,-9,0

[33] COc1cc(OC)cc(C(=O)NC(=S)Nc2ccc3c4c(cccc24)CC3)c1
[34] COc1ccc2oc(/C=C/N(C)C)c(C(=O)c3ccc(Cl)cc3)c2c1
[35] CC(C)(C)c1ccc(-n2ncc3c2CCCC3NC(=O)c2cnccn2)cc1 (centres undefined)
[36] N#Cc1ccc(CSc2nnc(Cc3cccs3)n2Cc2ccco2)cc1
[37] O=C(COc1ccccc1F)Nc1ccc2[nH]c(=O)[nH]c2c1
[38] CN(C)C(=O)c1ccc(NC(=O)COC(=O)CCN=C2NS(=O)(=O)c3ccccc32)cc1
[39] Cc1ccc(NC(=O)CSc2nn(-c3ccccc3)c(=S)s2)cc1S(=O)(=O)N(C)C
[40] C/C=C/c1ccc(OCCCCN2C(=O)NC(C)(C)C2=O)c(OC)c1
Compound,33,34,35,36,37,38,39,40
STEP inh,2,3,1,3,-2,0,3,3
SUMO1 PPI mod,-3,-15,4,4,0,-2,-1,0
Scp-1 inhibitor,-13,-6,1,6,-5,-4,-11,-6
LMPTP inh,3.8,4.7,0.0,17,0.8,-0.9,2.6,-0.4
bovine MsrA act,-2,-10,-13,-1,-2,-2,-9,-1
DNMT1 inh,-5,-18,-9,7,3,1,-10,-2
E coli Lon inh,6,-17,-7,-12,-11,-5,-3,-2
TbMetRS inhib,-1.0,-0.6,-1.0,-0.5,-0.5,-0.2,0.1,0.1
MsrA inh,-0.7,0.8,1.1,nt,-0.9,-0.4,1.4,-0.2
NRP1-CendR mod,-24,-3,-4,4,16,1,4,12

Complete entries as entered above. Order of values: STEP inh, SUMO1 PPI mod, Scp-1 inhibitor, LMPTP inh, bovine MsrA act, DNMT1 inh, E coli Lon inh, TbMetRS inhib, MsrA inh, NRP1-CendR mod
Results for CCc1ccc(N=C2NC(=O)/C(=C/c3cc(OC)c(O)c(OC)c3)S2)cc1 = 0, 29, -6, 1.8, 0, -10, -244, 1.3, 1.7, -118
Results for COc1ccccc1N=C(C)C1=C(O)COC1=O = -3, -2, -8, -3.1, -2, 1, -11, -0.3, 0.2, 0
Results for COC(=O)c1cc(CNC(=O)C(C)NS(=O)(=O)c2ccc(C)c(C)c2)ccc1OC (centres undefined) = -2, 5, -9, -1.2, 2, -2, -2, -0.6, 0.1, 4
Results for COc1ccc2c(c1OC)C(=O)OC2CC(=O)c1ccc(O)cc1 (centres undefined) = -2, -6, 3, -0.4, 0, -1, 2, -0.1, 3.0, 5

More records follow.
[41] COc1ccccc1-c1nnc2sc(-c3ccc(N(C)C)cc3)nn12
[42] Cc1ccc(-c2nnc(-c3cccc4ccccc34)o2)cc1
[43] CC(C)C(NC(=O)c1ccccc1F)C(=O)Nc1nccs1 (centres undefined)
[44] O=C(CSc1nnnn1-c1ccc(F)cc1)Nc1ccccc1F
[45] CCOC(=O)c1sc(C)c2c(=O)n(Cc3ccc(Cl)cc3)c(C)nc12
[46] COc1ccc2occ(C(C)=O)c2c1
[47] COc1ccc(C2=NOC(C(=O)Nc3cc(C)nn3-c3ccccc3)C2)cc1OC (centres undefined)
[48] O=C1CC(SCc2nc3ccccc3[nH]2)C(=O)N1c1ccc(Cl)cc1 (centres undefined)
Compound,41,42,43,44,45,46,47,48
STEP inh,3,-2,-4,-2,0,1,2,-1
SUMO1 PPI mod,-10,6,-2,4,-13,-1,-1,-2
Scp-1 inhibitor,-3,-5,-8,-5,1,8,-8,-5
LMPTP inh,-0.5,0.3,-0.2,-0.9,-0.9,0.3,-0.5,-0.2
bovine MsrA act,-4,-9,-7,-2,1,-13,1,-5
DNMT1 inh,-4,-2,7,1,-9,2,5,0
E coli Lon inh,6,-4,8,-7,5,-8,-2,-9
TbMetRS inhib,0.0,0.0,-1.0,-0.1,-0.1,-2.0,-0.8,5.7*
MsrA inh,1.0,0.8,-0.2,-0.6,-0.9,-0.6,-0.2,-1.6
NRP1-CendR mod,4,17,7,8,-19,-5,11,-5

[49] CC(=O)c1cc2c(cc1NS(=O)(=O)c1ccc(F)cc1)OCO2
[50] COc1ccc(C(C)NC(=O)c2ccncc2)cc1OC (centres undefined)
[51] COc1ccc(Cc2nnc(SCC(=O)NC3(C#N)CCCCC3)n2N)cc1
[52] Cc1ccc(CN2CCN(C(=O)C3CCC3)CC2)cc1
[53] COc1ccc2c(c1)CCc1cnoc1-2
Compound,49,50,51,52,53
STEP inh,-2,3,0,0,5
SUMO1 PPI mod,-2,-1,4,0,1
Scp-1 inhibitor,-9,-5,1,-6,0
LMPTP inh,-1.2,0.1,-2.3,-1.5,-0.9
bovine MsrA act,-7,-3,-5,-2,-1
DNMT1 inh,0,0,1,-1,5
E coli Lon inh,6,-2,-4,-2,-4
TbMetRS inhib,-1.0,-0.3,-0.4,0.1,-0.3
MsrA inh,-0.2,-0.7,0.4,nt,0.3
NRP1-CendR mod,7,-9,-9,1,0
